Screening results from PubChem.
TRPC4 potent = TRPC4 (mouse) allosteric potentiation. Q9QUQ5. HEK293 TRPC4beta/mu-opioid, DAMGO EC20, Fluo-4 Ca2+ flux; active compounds read high. B-score at 10 µM. 310,000 tested, 0.42% active. AID 2227;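 active means B-score of calcium response area above 5 SD of library B-scores, with initial fluorescence ratio within 5 SD of library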;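 further: B-score of integrated fluorescence ratio over time as area under calcium response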
TMEM16A act = activators or potentiators of mouse TMEM16A chloride channel; HEK293 TMEM16A/YFP-H148Q/I152L, iodide quench fluorescence; active compounds read low; 340,000 tested, 0.3% active; Q8BHY3; B-score at 10 µM; AID 623877;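 active means fluorescence-ratio B-score plate-corrected deviation score at least 3 library SD below zero, with starting fluorescence score within 5 deviations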;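 further: channel opened by trigger with iodide after compound preincubation; score built on the fluorescence ratio of max minus min over baseline; more negative score means more quench and so TMEM16A activation or potentiation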
Dyrk1A ADPGlo = Dyrk1A (rat) kinase inhibition; Q63470; ADP-Glo luminescence, NFATc1 peptide; inhibition, % at 12.5 µM; 310,000 tested, 0.43% active; in the data active means inhibition above about 50%;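 further: plate controls were vehicle with enzyme for no effect and no enzyme for full effect; many of its hits are not listed in these tables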
KCNQ1 pot = human KCNQ1 channel potentiation or activation; B-score at 10 µM; 310,000 tested, 0.35% active; CHO-K1 KCNQ1, thallium flux FluxOR fluorescence; active compounds read high; AID 2648;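 active means fluorescence ratio B-score, a plate-corrected score, at least three library SD, with initial intensity B-score within 5 SD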
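Schedule – 37 °C overnight plating, 90-min dark dye load, 20-min compound pretreatment · System – stable KCNQ1 CHO-K1 line · Probe or stimulus – thallium- and potassium-containing depolarizing buffer · Measured by – kinetic FluxOR fluorescence, 10 s baseline plus 110 s post-stimulus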
KCNQ1 block = human KCNQ1 channel inhibition. P51787. CHO-K1 KCNQ1, FluxOR thallium flux fluorescence; active compounds read high. B-score at 10 µM. 310,000 tested, 1.3% active. AID 2642;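 active means compounds whose thallium flux B-score, printed positive for inhibition, exceeds three library SD while starting fluorescence stays within three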;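 further: channel opened by potassium depolarization with thallium stimulus after 20 min compound exposure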
TMEM16A inh = inhibitors of mouse TMEM16A calcium-activated chloride channel; HEK293 TMEM16A/YFP iodide influx fluorescence, ionomycin; AID 588511; normalized B-score (activity score, 25-100; higher = stronger inhibition) at 10 µM; 310,000 tested, 1.2% active; Q8BHY3;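 active means ratio plate-corrected score three or more library SD toward inhibition, starting fluorescence score within five deviations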;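 further: score derived from kinetic fluorescence span divided by baseline fluorescence per well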
hERG rescue = compounds protecting human hERG from proarrhythmic drug block. Q12809. CHO-hERG, FluxOR thallium flux, dofetilide IC70 present. activation (rescue from dofetilide block), less the hit threshold, % at 10 µM. 310,000 tested, 0.51% active. AID 1511;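 active means activation above the mean of controls blocked by dofetilide plus 5 SD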;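 further: thallium influx through hERG after potassium depolarization seen as dye fluorescence rise; in these data hits start at about 4.7%; inactives centre near -7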
TRPC4 act = activators of mouse TRPC4 channel; Q9QUQ5; HEK293 TRPC4beta/mu-opioid, Fluo4 calcium fluorescence; active compounds read high; B-score at 10 µM; 310,000 tested, 0.49% active; AID 2237;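 active means B-score above 5 SD of library B-scores, and initial fluorescence ratio not above library mean plus 5 SD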;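 further: positive B-score marks a calcium rise read as TRPC4 activation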
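Assay system: HEK293 cells stably co-expressing mouse TRPC4beta and mu-opioid receptor / Timing: Fluo4 dye loading 45 min at room temperature, 110 s recording / Signal: Fluo4 calcium-sensitive dye fluorescence, kinetic, 1 Hz baseline / Read-out: integrated baseline-normalised fluorescence ratio, converted to per-well B score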
KCNK9 block = blocks the human KCNK9 two-pore domain potassium channel | Q9NPC2 | HEK293 KCNK9, FluxOR thallium flux fluorescence; active compounds read low | B-score at 10 µM | 310,000 tested, 1.2% active;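 active means ratio B-score over 3 SD below the library mean, with starting fluorescence within 5 SD of its mean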;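 further: negative B-score means less thallium flux so channel inhibition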
Target sequence (Q9NPC2 whole entry, looked up, the tested form may be a part): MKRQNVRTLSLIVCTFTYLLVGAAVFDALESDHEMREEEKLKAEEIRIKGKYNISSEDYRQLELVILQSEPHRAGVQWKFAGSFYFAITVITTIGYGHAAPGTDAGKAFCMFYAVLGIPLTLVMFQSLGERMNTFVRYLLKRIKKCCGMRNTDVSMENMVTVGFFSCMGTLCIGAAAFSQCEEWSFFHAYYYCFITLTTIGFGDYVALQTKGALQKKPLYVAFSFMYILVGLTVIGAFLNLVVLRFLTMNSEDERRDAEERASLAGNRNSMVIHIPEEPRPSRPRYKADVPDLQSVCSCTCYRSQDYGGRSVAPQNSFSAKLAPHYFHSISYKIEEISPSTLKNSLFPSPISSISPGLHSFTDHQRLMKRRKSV
HDAC3 inh = blocks human histone deacetylase 3; 320,000 tested, 0.15% active; inhibition, % at 8.3 µM; recombinant HDAC3, fluorogenic peptide/trypsin coupled, fluorescence; O15379; in the data active means inhibition above about 26%, passing the limit was not always enough; inconclusive means no clear call, values can overlap the other calls
KCNK3 block = human KCNK3 channel inhibition, primary screen | B-score at 10 µM | CHO-KCNK3 thallium flux, FluxOR fluorescence; active compounds read low | 340,000 tested, 0.84% active | AID 602410 | O14649;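 active means B-score under library mean minus 4 SD, starting fluorescence ratio at most library mean plus 5 SD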;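 further: more negative B-score means stronger inhibition of thallium flux through KCNK3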
Target sequence (O14649 whole entry, looked up): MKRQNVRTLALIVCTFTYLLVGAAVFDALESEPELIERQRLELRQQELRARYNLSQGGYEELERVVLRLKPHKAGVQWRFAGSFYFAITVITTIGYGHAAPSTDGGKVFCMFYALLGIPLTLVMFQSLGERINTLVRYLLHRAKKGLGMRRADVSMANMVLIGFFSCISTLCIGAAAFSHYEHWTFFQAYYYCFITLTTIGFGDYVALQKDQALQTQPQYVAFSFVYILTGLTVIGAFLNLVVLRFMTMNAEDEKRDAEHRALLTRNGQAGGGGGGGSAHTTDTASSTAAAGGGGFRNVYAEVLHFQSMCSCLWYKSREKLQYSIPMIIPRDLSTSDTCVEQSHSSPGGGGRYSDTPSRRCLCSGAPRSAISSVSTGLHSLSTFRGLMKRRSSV
* = called active by the depositor; i = inactive; ? = inconclusive; / = not tested or not shown. The list is partial; the hit share may differ from the screen's.

SMILES	TRPC4 potent	TMEM16A act	Dyrk1A ADPGlo	KCNQ1 pot	KCNQ1 block	TMEM16A inh	hERG rescue	TRPC4 act	KCNK9 block	HDAC3 inh	KCNK3 block
COc1ccc(Br)cc1C1N2CC3(C)CN1CC(C)(C2)C3=O (centres undefined)	i	i	1	i	i	i	-9	i	i	1	i
CC1=NN(C(=O)c2cc(C)nn2C)C(O)(C(F)(F)F)C1 (centres undefined)	i	i	0	i	i	i	2	i	i	0	i
Cc1cc(C)cc(NCc2cc(=O)oc3cc(C)c(O)cc23)c1	i	/	-4	i	i	i	-5	i	i	-8	i
Cc1nnc(-c2cnn(C)c2N)n1Cc1ccccc1	i	i	-4	i	i	i	-8	i	i	5	i
Cc1cc(C(=O)NCc2cccnc2)cs1	i	i	-1	i	i	i	-5	i	i	-2	i
COC(=O)c1ccc(CN2C(=O)C(C)N(C(=O)c3c(F)cccc3F)c3ccccc32)cc1 (centres undefined)	i	i	1	i	i	i	-9	i	i	1	i
CCSc1nc2c(c(=O)[nH]1)C(c1ccncc1)C(C(=O)OC(C)C)=C(C)N2 (centres undefined)	i	i	-1	i	i	i	-12	i	i	-4	i
COc1ccccc1N(CC(=O)Nc1cccnc1)S(C)(=O)=O	i	i	-5	i	i	i	-1	i	i	7	i
CCOC(=O)/C(C(C)=O)=C1\OC(=O)c2ccccc21	i	i	2	i	i	i	-6	i	i	3	i
NNC(=O)c1cccn(Cc2cccc(C(F)(F)F)c2)c1=O	i	i	6	i	i	i	-5	i	i	4	i
CCCn1c(SCC(=O)Nc2cccc(NC(C)=O)c2)nnc1C(C)C	i	i	0	i	i	i	-1	i	i	-2	i
CCc1nnc(NC(=O)C2Cc3ccccc3C(=O)O2)s1 (centres undefined)	i	i	1	i	i	i	-12	i	i	5	i
N#CC1=C(N)OC2=C(C(=O)CCC2)C1c1ccncc1 (centres undefined)	i	i	5	i	i	i	2	i	i	3	i
Fc1ccc(-c2nnc(-c3ccc(F)cc3)o2)cc1	i	i	-3	i	i	i	-9	i	i	2	i
COCCCNCCCOc1ccc(Cl)cc1C(C)(C)C	i	i	5	i	i	i	-10	i	i	/	i
Cc1ccc(NC2CCCCC2NS(=O)(=O)c2ccc(Cl)cc2)cc1 (centres undefined)	i	i	2	i	i	i	-4	i	i	-3	i
Cc1cccc(NC(=S)NCC2CCCO2)c1 (centres undefined)	i	i	14	i	i	i	-8	i	i	-6	i
COc1ccc2c(c1)C(=O)N(c1ccccc1)C(=O)C2	i	i	2	i	i	i	-9	i	i	0	i
O=C(c1ccc2c(c1)CCN2S(=O)(=O)c1ccccc1)N1CCN(c2ccccc2)CC1	i	i	0	i	i	i	-5	i	i	1	i
CC(=O)N1N=C(c2cccc([N+](=O)[O-])c2)OC1c1ccc(Br)cc1 (centres undefined)	i	i	9	i	i	i	-5	i	-7*	-1	i
Cn1c(=O)n(Cc2ccccc2)c2ccccc21	i	i	-2	i	i	i	-5	i	i	5	i
COc1cc(OC)c(NC2c3ccccc3C(=O)N2c2cc(C)ccn2)cc1Cl (centres undefined)	i	i	0	i	i	i	-5	i	i	2	i
COc1cccc(NC(=S)NC(=O)c2cccnc2)c1	i	i	17	i	i	i	-2	i	i	0	i
COC(=O)c1c(N=CN(C)C)c(C#N)c2n1CCCC2	i	i	30	i	i	i	-8	i	i	10	i
Cc1nc(N2CCOCC2)nc(Oc2ccccc2)c1[N+](=O)[O-]	i	i	9	i	i	i	-13	i	i	-2	i
CCO/N=C(\N)c1[nH]ncc1Br	i	i	/	i	i	i	-7	i	i	-6	i
CCOC(=O)Cn1nc(-c2ccc(Cl)cc2)ccc1=O	i	i	-1	i	i	i	-11	i	i	-2	i
CC(CS(=O)(=O)c1ccccc1[N+](=O)[O-])N1CCOCC1 (centres undefined)	i	i	1	i	i	i	-3	i	i	-1	-9.1*
O=C(c1ccco1)N(Cc1ccc2c(c1)OCO2)Cc1cc2cc3c(cc2[nH]c1=O)OCO3	i	i	1	i	i	i	-10	i	i	6	i
CCCCN(C)Cc1c(C(=O)N2CCc3ccccc3C2)nc2ccc(Cl)cn12	i	i	4	i	i	i	-9	i	i	5	i
CN(Cc1ccccc1)C(=S)Nc1ccc2nc3n(c(=O)c2c1)CCCCC3	i	i	-7	i	i	i	-10	i	i	-1	i
Cc1cc(/C=N/n2cnnc2)c(C)n1-c1ccc(OCc2ccc(F)cc2)cc1	i	i	-6	i	i	100*	-9	i	i	1	i
Cc1ccc(CNC(=S)Nc2cc(C)ccc2OC(F)F)cc1	i	i	0	i	i	i	-9	i	i	0	i
COCCCNC(=S)N(Cc1cccnc1)Cc1ccc(OC)c(OC)c1	i	i	1	i	i	i	-5	i	i	-5	i
CN(C)C(=O)c1c(C(F)(F)F)nn(C)c1Cl	i	i	-3	i	i	i	-5	i	i	-4	i
COc1ccccc1CCNC(=O)C1CCC(=O)N(C2CCCCCC2)C1 (centres undefined)	i	i	0	i	i	i	-4	i	i	9	i
CC(C)[C@H](NC(N)=O)C(=O)Nc1cccc([N+](=O)[O-])c1	i	i	-1	i	i	i	-3	i	i	-4	i
Cc1nn(CC(=O)NCCCN2CCOCC2)c(C)c1[N+](=O)[O-]	i	i	0	i	i	i	-10	i	i	1	i
CCN(CC)CCNC(=O)c1ccc(Cl)c(S(=O)(=O)N2CCCCCC2)c1	i	i	-15	i	i	i	-7	i	i	2	i
COc1ccc(-c2c[n+]3c4n2CCCCC4=C(c2ccc(Br)cc2)C3)cc1	i	i	-5	i	11*	i	-33	i	i	-3	i
COc1cc(C(=O)OCC(=O)NCc2ccc(F)cc2)ccc1OCC(C)C	i	i	-10	i	i	i	-10	i	i	0	i
C/C=C\C=C/C(=O)Nc1cccc(C2=NOC3(C2)C[C@@H](C(N)=O)N(C(=O)COc2ccc(Cl)cc2)C3)c1 (some centres undefined)	i	i	-1	i	i	i	-6	i	i	0	i
CCOC(=O)C1=C(N)n2c(s/c(=C\c3ccco3)c2=O)=C(C(=O)OCC)C1c1ccco1 (centres undefined)	i	i	-5	i	i	i	-6	i	i	-10	i
CCOc1cccc(CN2CCCC(N3CCN(c4cccc(Cl)c4)CC3)C2)c1O (centres undefined)	i	i	1	i	i	i	-11	i	i	0	i
CC(C)CN(C(=O)COC(=O)c1nc(Cl)ccc1Cl)c1c(N)n(Cc2ccccc2)c(=O)[nH]c1=O	i	i	-9	i	i	i	-7	i	i	-1	i

Results in KCNQ1 pot, for 3 of the compounds above:
smiles | KCNQ1 pot
CC(C)[C@H](NC(N)=O)C(=O)Nc1cccc([N+](=O)[O-])c1 | i
Cc1nn(CC(=O)NCCCN2CCOCC2)c(C)c1[N+](=O)[O-] | i
CCN(CC)CCNC(=O)c1ccc(Cl)c(S(=O)(=O)N2CCCCCC2)c1 | i

Other results.
SMILES	TRPC4 potent	TMEM16A act	Dyrk1A ADPGlo	KCNQ1 pot	KCNQ1 block	TMEM16A inh	hERG rescue	TRPC4 act	KCNK9 block	HDAC3 inh	KCNK3 block
COc1cnn(-c2ccc(C)cc2)c(=O)c1Br	i	i	-7	i	i	i	-4	i	i	-2	i
N#CCCN(C(=O)CO/N=C/c1cccc([N+](=O)[O-])c1)c1ccccc1	i	i	15	i	i	i	-14	i	i	-1	i
CSc1nnc(CNC(=O)C23CC4CC(CC(C4)C2)C3)n1Cc1ccccc1	i	i	0	i	i	i	-4	i	i	-2	i
CC1(C)CC(O)C(C(O)c2cccc([N+](=O)[O-])c2)C(C)(C)N1 (centres undefined)	i	i	-2	i	i	i	1	i	i	-1	i
Cc1ccc2c(-c3csc(N)n3)c[nH]c2c1	i	/	/	i	i	i	-3	i	i	3	/
COc1cc2c(C#N)c(N3CCN(C)CC3)nc(N)c2c(N)n1	i	i	6	i	i	i	-12	i	i	-49	i
COc1cc2nc(CN3CCC(Cc4ccccc4)CC3)[nH]c(=O)c2cc1OC	i	i	/	i	i	i	-12	i	i	7	i
CCCCOc1ccc(C(NC(=O)OCC)NC(=O)OCC)cc1	i	i	-2	i	i	i	-1	i	i	7	i
C=CCN1C=C/C(=C\C=C(C#N)C#N)c2ccccc21	i	i	-5	i	i	i	-8	i	i	5	i
O=C1CN(CC(=O)NC(=O)NCc2ccccc2)CCN1	i	i	1	i	i	i	-7	i	i	5	i
Cc1c(C)c2ccc(OCc3ccc(C(=O)O)o3)c(C)c2oc1=O	i	i	2	i	i	i	-18	i	i	-5	i
COc1ccc(Cc2nc3ccc(S(N)(=O)=O)cc3[nH]2)cc1OC	i	/	/	i	i	i	-6	i	i	-4	/
COc1ccccc1NC(=O)COC(=O)c1ccccc1SCC(=O)N1CCCC1	i	i	3	i	i	i	-10	i	i	-1	i
CCCn1c(SCC(=O)N2CCN(c3ccccc3)CC2)nc2ccccc2c1=O	i	i	/	i	i	i	-11	i	i	2	i
OCCCCNCc1cc(Br)ccc1OCc1ccccc1	i	i	-1	i	i	i	-5	i	i	-2	i
CCN1C(=O)N/C(=C/c2cc(C)n(Cc3ccccc3)c2C)C1=O	i	i	3	i	i	i	-13	i	i	7	i
COc1ccc(C(=O)NC2=NCCS2)cc1	i	i	0	i	i	i	-6	i	i	0	i
O=c1cc(Cc2ccccc2)[nH]c(=S)[nH]1	i	i	-16	i	i	i	-3	i	i	1	i
N#CC1=C(N)Oc2n[nH]c(-c3cccs3)c2C1c1ccsc1 (centres undefined)	i	i	16	i	i	i	-8	i	i	-10	i
Cc1ccc(NS(=O)(=O)c2cc(C(=O)Nc3cccc(N(C)S(C)(=O)=O)c3)ccc2C)c(C)c1	i	i	0	i	i	i	-5	i	i	2	i
CC(=O)n1nc(-c2cccnc2)nc1NCc1cccs1	i	i	-4	i	i	i	-4	i	i	?	i
Cn1c(=O)[nH]c(=O)c2c1nc(NCc1ccccc1)n2CCCc1ccccc1	i	i	-2	i	i	i	-11	i	i	-6	i
CCC(=O)NC1(C(F)(F)F)C(=O)Nc2c1c(=O)[nH]c(=O)n2Cc1ccco1 (centres undefined)	i	i	8	i	i	i	-11	i	i	10	i
O=C(c1cc(Cl)nc2ccccc12)N1CCN(S(=O)(=O)c2cccc(C(F)(F)F)c2)CC1	i	i	-3	i	i	i	-9	i	i	-2	i
